bCat nuc transl: beta-catenin nuclear translocation modulation; HeLa beta-catenin nuclear translocation, immunofluorescence imaging; nuclear translocation activity, % at 5 µM; actives 0.3% (n = 190,000); AID 1665;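 active = nuclear translocation activity above 50% at 5 µM, with a well cell count of 50 or more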;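 also: per-cell ratio of nuclear to cytoplasmic median beta-catenin stain intensity; plate controls were DMSO negative control for no effect and GSK-3 inhibitor IX positive control for full effect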
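Test system: HeLa cells, endogenous beta-catenin; Compound: single 5 µM dose plus 0.02–20 µM confirmation series; Times: compound exposure 24 h at 37°C; Signal: fluorescence imaging of beta-catenin antibody stain plus DAPI; Read-out: % activation, nuclear-to-cytoplasmic median beta-catenin signal ratio per cell.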
HIV fusion peptide: cell-free HIV fusion peptide-binding blockers – biochemical, uHTS, fluorescence dequenching, primary screen (AID 1986). inhibition, % at 20 µM; hits with a dose series show IC50 in µM. actives 0.3% (n = 290,000). cell-free peptide binding, fluorescence dequenching, 30 min; higher % means a stronger effect; in the data active = inhibition mostly above about 52%, no sharp cut-off; inactive = mostly below about 76%; also: some results filed as inactive read as strong as hits
Dynein transport: blocks dynein driven cargo transport along microtubules; 3617.4 mouse cells, GR-EGFP nuclear translocation imaging; test concentration mostly 20 µM; stimulated with dexamethasone, 1 µM; stronger effect = lower value; z-score, hits read low; actives 0.47% (n = 220,000);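 active = plate z-score of nuclear minus cytoplasmic receptor signal below a set negative limit, without overly bright fluorescence or cell loss, cut at about -3.5 in these data, passing the limit was not always enough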;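 also: z-score of nuclear minus cytoplasmic ring GR-EGFP intensity difference per well; some compounds called inactive have numbers as strong as hits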
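Buffer or medium: Induction medium lacking tetracycline, stripped serum | Also added: Dexamethasone agonist, 1.0 µM final, for 30 min | Timing: 48 h induction, 1 h compound, 30 min dex at 37 °C | Detection: Formaldehyde fixation, Hoechst nuclear stain, 10x automated fluorescence imaging | Measure: Nuclear versus cytoplasmic GR-EGFP signal, averaged per well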
Autophagy HCS: alters autophagy in cells | calls only at 10 µM (by protocol) | actives 0.98% (n = 190,000) | AID 463193 | MEF GFP-LC3 puncta imaging; test concentration mostly 10 µM;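 active = percentage of spot-positive cells more than 3 SD above its plate mean, without a fluorescence outlier flag or 80% toxicity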;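 also: spot-positive cell cutoff set from DMSO-treated cells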
AID2073: inhibitors of Mint1-CaV2.2 protein interaction, biochemical, HTRF (AID 2073). HTRF protein-protein interaction, Mint1-CaV2.2; higher % means a stronger effect. inhibition, % at 20 µM; hits with a dose series show IC50 in µM. actives 0.19% (n = 290,000); in the data active = inhibition mostly above about 51%, no sharp cut-off; also: some results filed as inactive read as strong as hits
MT stabilizer: stabilizes microtubules in HeLa cells. HeLa tubulin immunostaining HCS, 24 h; share of cells brighter than vehicle mean+2SD. % tubulin-high responders, % at 10 µM. actives 0.83% (n = 200,000);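 active = plate Z-score above 3 for both tubulin-high and condensed-nucleus cell shares, with cell loss under 80%, at 10 µM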;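 also: anti alpha tubulin signal scored within the nucleus-defined area of each cell; some results filed as inactive read as strong as hits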
WT yeast gro inh: growth inhibition of WT yeast, mitochondrial fusion screen; mitochondrial fusion phenotypic screen, WT strain; inhibition, % at 10 µM; actives 2.1% (n = 190,000); AID 1362; in the data active = inhibition above about 58%; tested in S. cerevisiae
Yfh1-off respiration: mitochondrial function rescue without frataxin homolog – Friedreich's ataxia, plus single-dose screen, dose response (AID 1465) | S. cerevisiae Yfh1-off respiration, WST-1 reduction, 72 h; higher fold induction means a stronger effect | fold induction at 50 µM; hits with a dose series show EC50 in µM | actives 0.074% (n = 220,000);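 active = fold induction of absorbance versus untreated yeast above a set limit, then at least 30% activation at any dose in follow-up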;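 also: activators that raise dye reduction in frataxin-depleted yeast; strong numbers were not always called active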
Ins promoter up: MIN6 insulin promoter up-regulation; MIN6 insulin promoter-GFP reporter, high-content imaging; stronger effect = higher value; z-score at 5 µM; actives 0.3% (n = 190,000); AID 1625;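 active = z-score above 3 at 5 µM with at least 500 cells counted in the well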
WT yeast gro inh mutant strain: also measured in WT yeast gro inh; calls as there; inhibition, %; mitochondrial fusion phenotypic screen, mutant strain inhibition
Dynein transport cytoplasmic EGFP: also measured in Dynein transport; calls as there; z-score; measured here: cytoplasmic GR-EGFP intensity; stronger effect = higher value
Dynein transport nuclear GR-EGFP: also measured in Dynein transport; calls as there; z-score; measured here: nuclear GR-EGFP intensity;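 lower value marks the stronger effect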
Dynein transport cell count: also measured in Dynein transport; calls as there; z-score; measured here: cell count per field
Ins promoter up cell count: further read-out of Ins promoter up, marked with its call; cell count; measured here: cytotoxicity, nuclei count;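 total cells summed across four imaged fields per well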
bCat nuc transl cell count 5 µM: recorded beside bCat nuc transl, whose call it bears; cell count; measured here: cell count, cytotoxicity flag
MT stabilizer Hoechst-high %: second read-out of MT stabilizer, no call of its own (marks repeat the call); % Hoechst-high responders; measured here: nuclear condensation Hoechst responders;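 share of cells brighter than vehicle mean plus two SD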
MT stabilizer cytotoxicity %: second read-out of MT stabilizer, no call of its own (marks repeat the call); toxicity, %; measured here: cytotoxicity by cell density;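 0% = mean cell density of plate MIN control wells and 100% = no cells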
Autophagy HCS cell loss 18 h: also measured in Autophagy HCS; calls as there; toxicity, %; measured here: cell loss, nuclei count;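 cell loss after 18 h compound exposure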
Numbers without * were called inactive; i = inactive; nt = not tested or not shown.

Molecule	Autophagy HCS	Dynein transport nuclear GR-EGFP	AID2073	MT stabilizer	Ins promoter up	Ins promoter up cell count	Dynein transport cytoplasmic EGFP	bCat nuc transl cell count 5 µM	Yfh1-off respiration	bCat nuc transl	WT yeast gro inh	Dynein transport cell count	HIV fusion peptide	Autophagy HCS cell loss 18 h	Dynein transport	WT yeast gro inh mutant strain	MT stabilizer cytotoxicity %	MT stabilizer Hoechst-high %
O=C(NNc1ccccc1[N+](=O)[O-])Nc1ccccc1	i	0.088	-30%	3.0	nt	nt	-0.21	1193	i	-4.6	-11	0.53	-0.9%	-1	0.11	5	4.5	1.8
CNC(=O)Nc1ccc(S(N)(=O)=O)cc1	nt	-0.41	21%	nt	-0.2	1500	-0.2	1167	i	-1.4	nt	1.3	0.8%	nt	-0.77	nt	nt	nt
Cc1ccc(CSC2=Nc3ccccc3C3=NC(CCC(=O)NCc4ccco4)C(=O)N23)cc1 (stereo not drawn)	i	1.9	0%	4.0	-0.63	1308	0.64	1029	i	-3.7	0	-3.2	1.6%	20	2	5	8.5	2.0
CCCCC(=O)Nc1ccc(N2CCCC2)cc1	i	0.6	nt	3.7	nt	nt	-0.19	nt	i	nt	nt	1.1	nt	-36	0.27	nt	8.1	1.6
O=C(CSc1nnc(-c2ccco2)n1Cc1ccccc1)NCc1ccccc1	i	-0.47	7%	2.9	-0.42	1162	-0.26	1212	nt	-2.6	9	0.43	0.2%	-3	-0.43	6	3.4	2.1
Cc1ccc(CSCC(=O)Nc2ccc(F)cc2)cc1	i	-0.13	0%	2.7	-0.8	1529	-0.24	1187	i	0.8	-12	0.15	1.4%	11	0.027	3	5.0	3.5
COc1ccc(OC)c(C(=O)c2ccc(Cl)cc2)c1	nt	0.19	-1%	nt	-0.23	1422	-0.26	1124	i	0.3	nt	0.28	-0.1%	nt	0.24	nt	nt	nt
COC(=O)C1CCN(c2ccc(C(N)=O)cc2[N+](=O)[O-])CC1	i	-0.27	9%	4.6	0.2	1480	-0.13	1026	i	0.8	-7	-0.14	-0.4%	14	-0.26	31	0.7	2.0
COc1ccc(NC(=O)N2CCCC(c3nc(-c4ccc(C(C)C)cc4)no3)C2)cc1 (stereo not drawn)	i	0.045	38%	3.4	0.7	1594	-0.17	923	i	-1.6	72*	-0.39	1.4%	-16	-0.18	51*	14	3.0
N#Cc1cc(-c2ccccc2)nc(Oc2ccccc2)n1	i	-1.9	18%	2.8	0.02	1035	0.48	1074	i	-1.5	-5	0.81	-1.6%	-1	-3.4	-24	6.7	2.8

The final two records of the section above are carried over, then new ones follow:
Molecule	Autophagy HCS	Dynein transport nuclear GR-EGFP	AID2073	MT stabilizer	Ins promoter up	Ins promoter up cell count	Dynein transport cytoplasmic EGFP	bCat nuc transl cell count 5 µM	Yfh1-off respiration	bCat nuc transl	WT yeast gro inh	Dynein transport cell count	HIV fusion peptide	Autophagy HCS cell loss 18 h	Dynein transport	WT yeast gro inh mutant strain	MT stabilizer cytotoxicity %	MT stabilizer Hoechst-high %
COc1ccc(NC(=O)N2CCCC(c3nc(-c4ccc(C(C)C)cc4)no3)C2)cc1 (stereo not drawn)	i	0.045	38%	3.4	0.7	1594	-0.17	923	i	-1.6	72*	-0.39	1.4%	-16	-0.18	51*	14	3.0
N#Cc1cc(-c2ccccc2)nc(Oc2ccccc2)n1	i	-1.9	18%	2.8	0.02	1035	0.48	1074	i	-1.5	-5	0.81	-1.6%	-1	-3.4	-24	6.7	2.8
O=C(c1ccc(CN2CCOCC2)cc1)N1CCN(Cc2ccccc2)CC1	i	0.15	-8%	1.7	-0.65	1083	-0.14	1165	i	1.9	15	0.15	-2.5%	-20	-0.11	-1	8.4	1.6
Cc1cc(C(=O)N/N=C/c2ccc(-c3ccccc3Cl)o2)n[nH]1	i	0.56	2%	3.7	0	1384	-0.19	nt	i	nt	2	-0.83	5.9%	2	0.52	-4	0.2	3.6
CC(C)(C)c1cc(CN2CCOCC2)c(C(=O)O)o1	i	0.45	7%	1.8	0.52	1236	-0.13	nt	i	nt	2	0.16	2.9%	-3	0.5	-17	3.4	1.7
CC1(OC(=O)C2CCCC2)C(=O)C=C2C=C(c3ccsc3)N(Cc3ccco3)C=C2C1=O (stereo not drawn)	nt	0.09	48%	nt	-0.26	1001	-0.75	1191	>100µM*	0.0	nt	0.12	32%	nt	0.066	nt	nt	nt
NC(=O)C1CCN(C(=O)c2cc(S(=O)(=O)N3CCOCC3)ccc2Cl)CC1	i	0.44	-1%	3.3	0.65	1566	-0.21	1008	i	-4.5	-6	-0.33	-0.2%	18	0.28	-12	9.1	2.3
Cc1sc2nc(CN3CCOCC3)nc(NS(=O)(=O)c3ccccc3)c2c1C	i	0.17	3%	1.0	0.28	779	-0.12	973	i	2.0	-18	0.25	2.0%	-3	-0.26	-11	6.3	1.1
CCn1ncc(C2=NOC(C(=O)Nc3cccnc3)C2)c1C (stereo not drawn)	i	-0.058	-5%	4.0	0.97	1262	-0.2	1181	i	-2.5	-8	0.081	-3.0%	-8	-0.65	-5	0.2	1.0
COc1ccccc1-c1nnc(NC(=O)CSc2nncn2C)s1	i	0.36	2%	1.8	-0.92	1530	-0.24	1058	i	2.3	-1	-0.59	-0.4%	-29	-0.11	0	2.5	1.6
Cc1ccc(CS(=O)(=O)CCC(=O)NCCCOC(C)C)cc1	i	0.85	-3%	2.3	-0.04	1591	0.093	1315	i	1.1	-10	-1.1	0.7%	7	1.7	-21	1.0	1.2
CCCCN1C(=S)NC[C@@H]1Cc1ccccc1	i	-0.38	-10%	5.4	-0.87	1401	-0.22	1176	i	2.0	8	0.36	4.1%	11	-1	18	0.9	1.0
CC1CCCC(NC(=O)COC(=O)c2ccccc2NC(=O)c2ccco2)C1C (stereo not drawn)	i	-0.18	6%	2.2	0.2	921	-0.15	nt	i	nt	-2	0.71	-0.1%	-9	-0.49	8	8.4	1.0
CCC1(C)Cc2c(sc3[nH]c(=S)n(Cc4ccccc4)c(=O)c23)CO1 (stereo not drawn)	i	-0.15	6%	2.7	nt	nt	-0.34	nt	i	nt	71*	0.66	-3.1%	1	-0.46	-14*	3.0	1.8
CCOC(=O)C1CCCN(C(=O)c2cccs2)C1 (stereo not drawn)	i	-0.031	7%	5.4	0.26	1088	-0.24	1029	i	-0.2	5	1.2	0.0%	-7	-0.15	-26	4.9	1.8
CCOC(=O)c1c(C)nc2c(C)cccn12	i	-0.6	-2%	1.5	0.42	833	-0.12	1115	i	-1.7	-8	0.46	-3.1%	-5	-1.4	-3	6.3	0.7
COc1ccc(-c2cc(C(F)(F)F)nc(SCC(=O)NCc3ccco3)n2)cc1OC	i	0.36	-4%	3.1	nt	nt	-0.23	1028	i	0.7	15	-0.58	2.8%	8	0.26	6	4.6	1.8
Cc1cc(C(=O)NC2CCCCC2)c2cc(F)ccc2n1	i	0.49	3%	5.3	0.47	1495	-0.33	1100	i	-2.9	-3	0.34	1.7%	3	0.45	2	8.4	1.4
O=C(C1CC1)N1CCc2cc(Br)cc(S(=O)(=O)NCCN3CCOCC3)c21	i	0.79	3%	3.7	-0.11	1154	-0.2	1099	i	-3.3	8	0.12	-0.3%	8	1.3	6	15	2.4
O=C(c1ccccc1O)N1CCOCC1	nt	-0.4	1%	nt	nt	nt	-0.25	1323	i	1.2	nt	0.58	1.5%	nt	-0.89	nt	nt	nt
O=C(NCc1ccccc1Cl)C1CC(=O)N(Cc2ccccc2)C1 (stereo not drawn)	i	-0.25	2%	7.8	-0.2	1267	-0.33	1045	i	-0.7	-11	1.3	-1.3%	7	-1.1	4	4.4	7.5
CCOC(=O)c1c(NC(=O)c2cccnc2)sc(C)c1C	i	-0.94	-8%	3.1	-0.63	1535	-0.034	1329	i	4.8	11	-0.65	-1.7%	-8	-0.6	-1	1.9	1.1
Cc1cc(-c2ccccc2)nc(Oc2ccc(C(C)(C)C)cc2)c1S(C)(=O)=O	i	0.22	11%	3.2	1.8	626	-0.13	857	i	0.4	33	-0.63	4.9%	-3	0.56	5	11	1.9
Cc1occc1-c1nnc(SCC(=O)O)n1-c1ccccc1	nt	0.25	0%	nt	0.34	696	-0.72	1346	i	-1.1	nt	-0.96	0.2%	nt	1.1	nt	nt	nt
Nc1cc(=O)[nH]c(SCC(=O)N2CCCc3ccccc32)n1	i	-0.32	-1%	3.2	-0.05	1083	-0.17	1250	i	5.1	-3	0.025	-0.6%	0	-0.14	0	6.7	1.8
CCN1CCN(C(CNS(=O)(=O)c2ccc(OC)cc2)c2cccnc2)CC1 (stereo not drawn)	i	-0.0068	4%	1.8	-0.51	1661	-0.19	1058	i	0.0	13	0.85	-2.3%	-18	-0.43	6	11	2.7
OCCN1C[C@H](O)[C@@H](O)[C@H](O)[C@H]1CO	nt	nt	2%	nt	0.05	1453	nt	1119	i	-2.7	-3	nt	-0.5%	nt	nt	13	nt	nt
CC(=O)N1CCc2cc(S(=O)(=O)NC3CCCc4ccccc43)ccc21 (stereo not drawn)	i	-0.39	-9%	4.3	-0.01	1048	-0.27	1220	i	-1.5	0	0.78	-0.6%	15	0.66	-31	3.7	1.6
CCOP(=O)(OCC)c1nc(/C=C/c2ccccc2)oc1NCc1ccccc1	i	-0.67	9%	3.6	0.25	1534	-0.24	1398	i	1.1	83*	0.46	-2.8%	4	0.48	0.6*	8.5	1.6
O=C(O)CC(Cc1ccc(Cl)cc1)C(=O)Nc1ccc([N+](=O)[O-])cc1 (stereo not drawn)	i	0.55	21%	3.1	0.18	1257	-0.26	1063	i	-0.3	-47	0.31	3.4%	6	1.3	-4	15	1.9
Cc1oc(-c2ccccc2)[n+]([O-])c1C	i	-0.37	4%	1.8	0.53	1562	-0.2	1360	i	0.0	69*	0.57	0.1%	23	-0.45	-3.3*	3.6	1.0
